High-throughput results (PubChem BioAssay)
RPL19A TOR yeast = modulators of TOR pathway RPL19A-GFP in S. cerevisiae. S. cerevisiae RPL19A-GFP strain, flow cytometry, 3 h; hits give low values. percent response vs DMSO, % at 10 µM. actives 0.3% (n = 330,000);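 active = percent response vs DMSO below 50%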;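 also: median channel GFP fluorescence of the barcoded RPL19A-GFP strain; ratio of sample median GFP to plate DMSO average so 100% = DMSO; lower means less RPL19A-GFP as with rapamycin TOR inhibition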
LAP4 TOR yeast = alters LAP4-GFP fluorescence in TOR pathway yeast screen. S. cerevisiae LAP4-GFP multiplex, flow cytometry GFP, 3 h; median GFP as percent of DMSO wells. GFP response vs DMSO, % at 10 µM. actives 0.34% (n = 320,000). AID 2023;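 active = GFP response vs DMSO above a set limit, about the screen mean plus 3 SD, cut at about 150% in these data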
EBNA-1 inh = blocks EBNA-1 binding to DNA; EBNA-1 DNA binding, fluorescence polarization; inhibition, % at 14.8 µM; actives 0.34% (n = 300,000); AID 1950; in the data active = inhibition above about 28%
MEP2 TOR yeast = modulators of TOR pathway MEP2-GFP in S. cerevisiae; S. cerevisiae MEP2-GFP strain, flow cytometry GFP, 3 h; 100% = DMSO control level; GFP response vs DMSO, % at 10 µM; actives 0.51% (n = 330,000);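 active = GFP response versus DMSO above a set limit, roughly screen mean plus 3 SD, cut at about 180% in these data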;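 also: median GFP fluorescence of the barcode-gated MEP2-GFP cells per well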
procasp3 activ = activators of human procaspase-3; recombinant procaspase-3 D3A, Ac-DEVD-pNA absorbance 405 nm; actives 0.11% (n = 330,000); activation, % at 8.5 µM;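 active = activation above the mean of all tested compounds plus 3 SD, cut at about 21% in these data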;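 also: 0% = DMSO alone and 100% = DMSO wells spiked with extra 5 µM PC-3 D3A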
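Evaluation: percent activation relative to control range; Material: Procaspase-3 D3A mutant, all three cleavage aspartates alanine; Compound: single dose, 8.5 µM nominal compound, 0.8% DMSO; Replication: one well per compound; Signal: absorbance at 405 nm, 0 and 120 min; Schedule: 1 h preincubation plus 2 h reaction at 25 °C.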
AHR act = activators of human aryl hydrocarbon receptor | AHR-responsive luciferase reporter cells, luminescence | P35869 | activation, % at 5 µM | actives 2.5% (n = 320,000) | AID 2796; in the data active = activation above about 47%;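 also: 0% = vehicle wells and 100% = reference agonist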
procasp7 counter = counter-screen for procaspase-3 activators: activators of human procaspase-7 | actives 0.093% (n = 330,000) | AID 463210 | activation, % at 8.5 µM | recombinant procaspase-7, Ac-DEVD-pNA absorbance 405 nm; D23A/D198A/D206A triple mutant, cannot self-cleave; scale: DMSO 0, 5 µM enzyme 100 | P55210;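 active = percent activation above the screen-wide mean plus 3 SD, cut at about 25% in these data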
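Material: Procaspase-7 triple mutant (PC-7 D3A) | Quantity: 2 µM procaspase-7 mutant as dispensed | Reagent: DEVD-pNA substrate | Times: 1 h preincubation, 2 h reaction | Technique: 405 nm absorbance of p-nitroaniline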
ZTA DNA inh = counter-screen for EBNA-1 inhibitors: inhibitors of Epstein-Barr virus ZTA. inhibition, % at 11 µM. AID 2234. ZTA-DNA binding, fluorescence polarization. P03206. actives 0.15% (n = 320,000); in the data active = inhibition above about 33%
* hit, by the source's call; . = not tested or not shown; [ ] = remark or other dose.

Start of the listing, in advance (3 entries):
no.	Structure	RPL19A TOR yeast	LAP4 TOR yeast	EBNA-1 inh	MEP2 TOR yeast	procasp3 activ	AHR act	procasp7 counter	ZTA DNA inh
1	COc1cc(C2NC(=O)NC(c3ccccc3)=C2C(C)=O)c(Br)c(Br)c1O (stereo unspecified)	109	80	6	103	2	1	5	-15
2	Cc1nnc(N(Cc2ccco2)C(=O)c2ccc(C#N)cc2)s1	99	95	10	91	-4	-2	-10	7
3	COc1ccc(COC(=O)C2=C(C)NC(=O)NC2c2cccc(OC)c2OC)cc1 (stereo unspecified)	104	83	-1	96	-14	7	3	0

The list itself, repeating the preview:
no.	Structure	RPL19A TOR yeast	LAP4 TOR yeast	EBNA-1 inh	MEP2 TOR yeast	procasp3 activ	AHR act	procasp7 counter	ZTA DNA inh
1	COc1cc(C2NC(=O)NC(c3ccccc3)=C2C(C)=O)c(Br)c(Br)c1O (stereo unspecified)	109	80	6	103	2	1	5	-15
2	Cc1nnc(N(Cc2ccco2)C(=O)c2ccc(C#N)cc2)s1	99	95	10	91	-4	-2	-10	7
3	COc1ccc(COC(=O)C2=C(C)NC(=O)NC2c2cccc(OC)c2OC)cc1 (stereo unspecified)	104	83	-1	96	-14	7	3	0
4	CNc1nc(N)nc(-c2cc(Cl)ccc2OC)n1	95	94	-3	102	6	3	10	11
5	O=C(NCCCCc1ccccc1)Nc1ccc(F)cc1	99	87	-6	85	1	0	-2	5
6	CCOC(=O)c1cccc(NC(=S)NCc2ccc(C)cc2)c1	87	94	-12	88	-3	9	6	-3
7	C=C(Br)Cn1c(CCCC)nc2ccccc21	98	107	0	101	-1	-1	17	-8
8	CCN=C1NN=C(c2c[nH]c3ccccc23)CS1	96	97	-2	100	-7	39	0	6
9	COC(=O)CSc1nnc(CNc2ccc(OC)cc2)n1C	98	102	-3	101	1	6	-6	-6
10	NC(=O)c1oc2ccccc2c1NC(=O)c1nc2ccccc2s1	.	94	6	141	-3	35	-3	-25
11	Cc1ccsc1C(C(=O)NC1CCCCC1)N(C(=O)Cc1cccs1)C1CC1 (stereo unspecified)	97	101	-14	104	3	1	16	-12
12	O=C(CNC(=O)c1ccc(Br)cc1)N/N=C/c1ccc[nH]1	105	97	12	106	8	8	-1	-15
13	Cn1c(N)c(C(=O)COC(=O)Cn2cc(C(F)(F)F)ccc2=O)c(=O)n(C)c1=O	93	98	4	100	8	0	10	11
14	N#Cc1ccc(-c2cccnc2)nc1SCc1ccc(Cl)cc1Cl	95	96	0	105	-8	-1	3	-9
15	Cc1onc(-c2c(F)cccc2Cl)c1C(=O)O/N=C(\N)c1ccc([N+](=O)[O-])o1	96	108	-2	93	0	6	13	9
16	Cc1cc(C)cc(N(CC(=O)Nc2c(C)n(C)n(-c3ccccc3)c2=O)S(C)(=O)=O)c1	93	113	-9	130	0	-2	3	-5
17	CC(C)(C)C1CCC(C(=O)OCC(=O)N2CCN(C(=O)c3ccco3)CC2)CC1 (stereo unspecified)	102	114	-1	101	-2	1	-3	10
18	CC(C)c1cc(-c2cc(C(=O)NCc3ccccc3)on2)nc(NC2CCCC2)n1	94	156*	4	92	-3	5	0	-3
19	CCN(C[C@H]1N[C@@](C)(C(=O)OC)[C@H]2C(=O)N(Cc3ccccc3)C(=O)[C@@H]12)C(=O)Nc1ccc(F)cc1	90	88	.	85	2	1	9	.
20	CCOC(=O)c1ccccc1NC(=S)N1CCC(N2CCCCC2)CC1	103	87	-3	104	-4	-2	-14	-6

A second format for some results above.
#1 COc1cc(C2NC(=O)NC(c3ccccc3)=C2C(C)=O)c(Br)c(Br)c1O (stereo unspecified)
#2 Cc1nnc(N(Cc2ccco2)C(=O)c2ccc(C#N)cc2)s1

| Compound | 1 | 2 |
| --- | --- | --- |
| RPL19A TOR yeast | 109 | 99 |
| LAP4 TOR yeast | 80 | 95 |
| EBNA-1 inh | 6 | 10 |
| MEP2 TOR yeast | 103 | 91 |
| procasp3 activ | 2 | -4 |
| AHR act | 1 | -2 |
| procasp7 counter | 5 | -10 |
| ZTA DNA inh | -15 | 7 |

More entries.
no.	Structure	RPL19A TOR yeast	LAP4 TOR yeast	EBNA-1 inh	MEP2 TOR yeast	procasp3 activ	AHR act	procasp7 counter	ZTA DNA inh
21	O=C(Nc1ccc(S(=O)(=O)Nc2ncccn2)cc1)c1ccccc1NS(=O)(=O)c1ccc(F)cc1	103	95	3	105	11	-1	7	-2
22	CCC(=O)Nc1ccc(C2=Nn3c(nnc3C(C)C)SC2)cc1	102	96	-19	91	-8	3	-11	-3
23	COc1ccc(S(=O)(=O)NCCc2csc(C)n2)cc1C	102	109	0	105	-4	0	6	-1
24	O=C(COC(=O)CCNS(=O)(=O)c1cccs1)Nc1ccccc1	102	103	.	99	10	1	-2	6
25	O=C(CSc1nc2ccccc2c(=O)n1CC1CCCO1)Nc1ccccc1 (stereo unspecified)	109	105	-9	106	5	1	-19	-3
26	CC(=O)Nc1cccc(NC(=O)Nc2cccc3ccccc23)c1	97	87	-4	95	-5	9	2	-3
27	O=C(c1ccc(CNS(=O)(=O)c2ccc(Br)cc2)cc1)N1CCCCCC1	103	94	-6	105	8	-1	-3	-4
28	COc1cccc(Nc2ncnc3sccc23)c1	101	94	-4	99	1	52*	-9	0
29	COc1ccc(CCN2C(=O)C(O)=C(C(C)=O)C2c2ccccc2OC)cc1OC (stereo unspecified)	97	102	-1	102	2	9	-7	3
30	COc1ccc(Cn2ccnc2SCC(=O)Nc2cccc(NC(C)=O)c2)cc1	92	102	-2	94	-10	3	7	-1
31	COCCCn1c(SCc2nnc(-c3ccc(OC)c(OC)c3)o2)nnc1-c1ccncc1	98	102	9	104	14	-2	-7	5
32	COc1ccc(Cn2nnc3c(=O)[nH]c(C4CCN(C(=O)c5ccccc5Cl)CC4)nc32)cc1	95	103	15	109	7	0	-2	15
33	Cc1ccc(NC(=O)C2c3ccccc3Oc3ccccc32)c(C)c1	103	87	-6	92	11	0	7	1
34	Cc1cccc(NC(=O)CCc2ccc(S(=O)(=O)NC3CCCCC3)cc2)c1	105	100	-10	110	-4	3	-3	3
35	COc1ccccc1NC(=O)Cc1nnc(SCC(=O)Nc2nccs2)n1C	102	95	3	104	8	14	1	3
36	Cc1ccccc1C(=O)Nc1ccc(-c2nnc(SC(C)C(=O)O)n2C)cc1 (stereo unspecified)	100	102	11	96	0	2	-4	-10
37	Nc1nnc(SCc2cccnc2)s1	95	94	-4	97	1	-1	-1	-9
38	CCCCn1c(N)c(N(Cc2ccccc2OC)C(=O)c2ccc([N+](=O)[O-])s2)c(=O)[nH]c1=O	103	110	-2	105	0	-2	7	-1
39	Cc1noc(C)c1CSc1ncnc2sc3c(c12)CCC(C)C3 (stereo unspecified)	97	90	14	101	-3	3	5	-9
40	Cc1cccc(NS(=O)(=O)c2cc(C(=O)N3CCCC3)ccc2Cl)c1	101	87	6	96	-5	0	10	11
41	COc1ccccc1N1CCN(CC(O)COc2ccc(C)cc2C)CC1 (stereo unspecified)	103	95	-4	102	13	2	-4	11
42	O=C(N/N=C/c1ccc(Sc2ccccn2)o1)c1cc2ccccc2cc1O	103	104	-4	101	3	4	0	2
43	COc1ccc(/C=N/NC(=O)c2ccn[nH]2)cc1Cn1nc(C)c([N+](=O)[O-])c1C	91	97	5	112	-2	3	4	-15
44	CCN1CCCC1CNC(=O)c1ccc(Sc2ccccc2Cl)c([N+](=O)[O-])c1 (stereo unspecified)	118	107	5	101	18	1	2	2
45	Cc1cc(=O)[nH]c(N/N=C/c2cccc([N+](=O)[O-])c2)n1	98	92	-3	103	1	12	8	1
46	Cc1cc(-c2ccc(NC(=O)[C@@H]3CCCC[C@@H]3C(=O)O)c(C)c2)ccc1NC(=O)[C@@H]1CCCC[C@@H]1C(=O)O	101	112	10	101	3	6	6	3
47	O=C1CN(C(=O)c2cccc(S(=O)(=O)N3CCCC3)c2)c2ccccc2N1	99	103	-12	105	-4	7	0	-2
48	COC(=O)CCS(=O)(=O)c1cc(Cl)ccc1Cl	96	95	4	103	3	-2	3	-4
49	COC(=O)C1=C(C)OC(N)=C(C#N)C1c1ccccc1 (stereo unspecified)	96	90	-3	101	0	-1	0	5
50	COc1cc2c(cc1OC)C1=C(C#N)CN(CC(=O)O)CN1CC2	96	103	2	98	-6	6	5	-3
51	COCCCN(C(=O)c1cc2c(s1)CCCCC2)c1c(N)n(Cc2ccccc2)c(=O)[nH]c1=O	98	113	12	104	-3	-2	0	162*
52	Cc1ccc(N2C(=O)CC2(C#N)c2ccc(OCc3ccccc3)cc2)cc1 (stereo unspecified)	99	107	10	108	-5	0	13	11
53	CCOCc1c(C(=O)NC2=Nc3ccccc3NC(CC)=C2C(=O)OCC)oc2ccccc12	51[may fluoresce violet]	113[may fluoresce violet]	-1	84[may fluoresce violet]	-4	7	8	2
54	CCOC(=O)c1ccc(Oc2nc(OC)nc(N(C)C)n2)cc1	99	109	-17	104	3	1	1	6
55	O=C(COc1ccccc1F)NCCc1ccc2c(c1)OCCO2	98	92	.	104	6	0	0	.
56	O=C(NCc1cccnc1)C1CCN(c2ccc(S(=O)(=O)N3CCOCC3)cc2Cl)CC1	96	105	-2	96	3	-1	12	-13
57	NNC(=O)c1cccc(Cn2cc(Br)c([N+](=O)[O-])n2)c1	98	110	-14	98	6	5	2	10
58	Cn1c(=O)c(=O)n(C)c2cc(S(=O)(=O)N3CCc4ccccc43)ccc21	101	117	6	114	3	8	-13	-6
59	Cc1ccc(S(=O)(=O)N2CCN(C(=O)c3cccs3)CC2)c(C)c1	97	100	4	98	7	3	3	5
60	O=C(/C=C/c1ccccc1)Nc1ccc(Br)cn1	104	117	-7	104	2	1	5	-5
61	O=C(Cn1cncn1)c1ccc(Cl)cc1	106	99	2	108	2	2	-12	14

Numbers 57–61 of the list above:
no.	Structure	RPL19A TOR yeast	LAP4 TOR yeast	EBNA-1 inh	MEP2 TOR yeast	procasp3 activ	AHR act	procasp7 counter	ZTA DNA inh
57	NNC(=O)c1cccc(Cn2cc(Br)c([N+](=O)[O-])n2)c1	98	110	-14	98	6	5	2	10
58	Cn1c(=O)c(=O)n(C)c2cc(S(=O)(=O)N3CCc4ccccc43)ccc21	101	117	6	114	3	8	-13	-6
59	Cc1ccc(S(=O)(=O)N2CCN(C(=O)c3cccs3)CC2)c(C)c1	97	100	4	98	7	3	3	5
60	O=C(/C=C/c1ccccc1)Nc1ccc(Br)cn1	104	117	-7	104	2	1	5	-5
61	O=C(Cn1cncn1)c1ccc(Cl)cc1	106	99	2	108	2	2	-12	14
